Screens from PubChem.
ADAM17 inh: ADAM17 inhibition, QFRET primary screen. P78536. AID 720648. recombinant ADAM17, EDANS/DABCYL FRET peptide cleavage. 370,000 compounds, 0.83% hits. inhibition, % at 6.95 µM;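 active = inhibition above the mean of compounds lying between control limits plus 3 SD, set per campaign, cut at about 8.5% in these data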;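 note: 0% = DMSO-only wells as the low control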
PLC-gamma1 inh: blocks human PLC-gamma1 enzyme activity. P19174. purified PLC-gamma1, fluorogenic substrate, fluorescence. inhibition, % at 12.2 µM. 370,000 compounds, 0.84% hits. AID 720700; in the data active = inhibition above about 9.5%
DDE Tn6 FP inh: disrupts Tn6 cyclic peptide binding to fibrin D-Dimer-E complex. P02675. Fibrin DD(E) TRITC-Tn6 fluorescence polarization displacement. inhibition, % at 8.3 µM. 370,000 compounds, 0.21% hits. AID 720509;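 active = inhibition above a per-campaign cutoff: mean of compounds within control limits plus 3 SD, cut at about 15% in these data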;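 note: 0% = median of all compound wells on the plate and 100% = blocking peptide control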
MBD2 DNA inh: blocks human MBD2 binding to methylated DNA | Q9UBB5 | TR-FRET, MBD2 binding to methylated oligonucleotide | inhibition, % at 4.4 µM | 370,000 compounds, 0.31% hits; in the data active = inhibition above about 13%
DDE Tn7 FP inh: inhibitors of Tn7 peptide binding to human fibrin DD(E); FP displacement of FITC-Tn7 peptide from fibrin DD(E); 0% = median of compound wells per plate; inhibition, % at 8.3 µM; AID 720508; 370,000 compounds, 0.13% hits;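 active = inhibition above the mean of compounds falling within the control limits plus 3 SD of them, cut at about 14% in these data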;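 note: 0% = plate median of compound wells and 100% = 10 µM Aha-Tn7 peptide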
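Measure: % inhibition scaled between sample-field median and high-control FP; Test system: human fibrin DD(E); Quantity: 2 µM final DD(E) protein; Doses: one dose, 8.3 µM nominal; Schedule: compound with protein 10 min, then 3 h after probe, room temperature; Detection: fluorescence polarization; Medium: Tris buffer with calcium and detergent, pH 7.8.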
ARFGAP1 inhibitor: rat ARFGAP1 inhibition; Q62848; Arfgap1-stimulated ARF1 GTP hydrolysis, GDP FP detection; inhibition, % at 16.5 µM; 360,000 compounds, 0.26% hits;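 active = inhibition above a per-plate limit, mean inhibition of low control wells plus 3 SD, cut at about 25% in these data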;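 note: 0% = DMSO wells with enzyme and 100% = wells lacking Arfgap1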
Target sequence (Q62848 1-136 limits assumed): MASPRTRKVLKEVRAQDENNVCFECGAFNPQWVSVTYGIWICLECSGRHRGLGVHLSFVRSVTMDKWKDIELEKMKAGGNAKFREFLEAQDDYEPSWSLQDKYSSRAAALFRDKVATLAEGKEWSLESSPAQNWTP
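Assay system: purified rat His6-Arfgap1 residues 1-136 (GAP domain); Reagent: human Δ17 ARF1 bound to GTP; Dosing: 16.5 µM single point, 1.26% DMSO; Times: GTP hydrolysis reaction 2 h at 25 °C; Signal: FP, GDP Alexa 633 tracer displaced from anti-GDP antibody, 620/688 nm; Measure: % inhibition from polarization.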
PLC-beta3 inh: blocks human PLC-beta3 enzyme activity | Q01970 | Purified PLC-beta3, fluorogenic substrate, fluorescence | inhibition, % at 12.2 µM | 370,000 compounds, 0.18% hits | AID 720704; in the data active = inhibition above about 11%;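 note: 0% = median of compound wells on plate and 100% = full blocker control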
ASAP1 inh: blocks human ASAP1-stimulated Arf1 GTP hydrolysis; Q9ULH1; GDP FP detection; inhibition, % at 16.5 µM; 360,000 compounds, 0.19% hits; AID 624377; in the data active = inhibition above about 25%;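 note: 0% = vehicle with enzyme and substrate and 100% = no enzyme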
Target sequence (Q9ULH1 325-724 limits assumed): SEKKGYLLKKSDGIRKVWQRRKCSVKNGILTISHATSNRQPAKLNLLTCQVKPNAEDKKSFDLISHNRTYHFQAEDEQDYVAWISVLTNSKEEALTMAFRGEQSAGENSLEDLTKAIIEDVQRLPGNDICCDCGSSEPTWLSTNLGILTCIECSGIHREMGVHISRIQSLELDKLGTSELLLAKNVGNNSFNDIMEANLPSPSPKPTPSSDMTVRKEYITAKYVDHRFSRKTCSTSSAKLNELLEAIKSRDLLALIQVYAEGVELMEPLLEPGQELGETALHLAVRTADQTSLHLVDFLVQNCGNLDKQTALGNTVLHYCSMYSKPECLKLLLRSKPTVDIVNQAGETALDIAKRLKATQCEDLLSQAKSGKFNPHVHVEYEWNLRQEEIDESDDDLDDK
UHRF1 binding: human UHRF1 methylated DNA binding inhibitors | Q96T88 | inhibition, % at 4.4 µM | 370,000 compounds, 0.75% hits | AID 687016 | UHRF1 binding to methylated oligo, TR-FRET; in the data active = inhibition above about 21%;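 note: UHRF1 SRA domain binding a hemimethylated CpG hairpin DNA probe; 0% = median of test compound wells and 100% = reference inhibitor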
KLK7 zymogen act: activates the human kallikrein-7 zymogen; P49862; purified proKLK7, EDANS-DABCYL substrate fluorescence; 100% is mature enzyme control, 0% vehicle; activation, % at 7 µM; 370,000 compounds, 0.9% hits; AID 652039;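 active = activation above the mean of all tested compounds plus 3 SD, computed per campaign excluding outliers beyond control limits, cut at about 13% in these data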
Target sequence (P49862 whole entry, looked up): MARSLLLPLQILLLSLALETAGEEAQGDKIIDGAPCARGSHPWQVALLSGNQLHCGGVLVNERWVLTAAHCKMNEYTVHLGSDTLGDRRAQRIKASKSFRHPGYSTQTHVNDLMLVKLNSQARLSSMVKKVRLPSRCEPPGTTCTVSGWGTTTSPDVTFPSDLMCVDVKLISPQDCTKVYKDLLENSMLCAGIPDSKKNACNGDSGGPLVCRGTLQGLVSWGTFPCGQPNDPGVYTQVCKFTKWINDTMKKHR
Starred values were filed as active, the others as inactive; i = inactive; . = no result given.

SMILES	ADAM17 inh	PLC-gamma1 inh	DDE Tn6 FP inh	MBD2 DNA inh	DDE Tn7 FP inh	ARFGAP1 inhibitor	PLC-beta3 inh	ASAP1 inh	UHRF1 binding	KLK7 zymogen act
COc1ccc(C2/C(=C(/O)c3ccc(Cl)cc3)C(=O)C(=O)N2CCN2CCOCC2)c(OC)c1 (stereo unspecified)	-4	-7	-4	-5	-1	7	-6	-5	-1	-0.4
Cc1ccc(C2(C)NC(=O)N(CC(=O)NC(=O)NC(C)(C)C)C2=O)cc1 (stereo unspecified)	-20	2	5	0	0	-5	-4	-3	-3	0.0
O=C(NCCN1CCOCC1)c1ccccc1OCc1ccccc1	-2	3	-5	2	-1	12	-9	0	0	-0.3
COc1ccc(CN(C)CCCn2ccc(NC(=O)OCc3ccccc3)nc2=O)cc1OC	0	1	-3	2	0	4	5	8	0	0.5
COc1cc2[nH]c(=O)n(Cc3ccc(C(=O)NC4CCN(Cc5ccccc5)CC4)cc3)c(=O)c2cc1OC	-5	0	0	1	-1	17	-6	12	2	1.0
COc1ccc(/C=C/C(=O)c2ccccc2)cc1Cn1nnc2ccccc21	-5	0	-5	0	-3	-4	0	2	-1	-5.1
Cc1ccc(-c2cc(C(=O)Nc3cc(C)ccc3O)no2)cc1	-2	1	-10	-4	-2	-13	-3	0	-1	-0.4
CC(=O)N1CCN(c2ccc(NC(=O)c3cc(Cl)ccc3Cl)cc2)CC1	-2	3	-4	-7	3	-12	-4	-1	-3	0.6
CCOC(=O)[C@@H]1[C@H]2COc3ccc(Br)cc3[C@H]2N2C(=O)N(c3ccc(C)cc3)C(=O)[C@]12C	8.8*	0	-2	-4	1	4	0	10	-3	-0.4
Cc1ccc(O)c(/C=N/NC(=O)COc2ccc3c(C)cc(=O)oc3c2)c1	-16	-6	-2	2	6	3	-18	14	3	-0.4
CCCCC(CC)C(=O)Nc1cc(C(=O)NCCC)ccc1N1CCC2(CC1)CC(c1cccc(Br)c1)=NO2 (stereo unspecified)	-3	0	-2	5	6	-8	0	0	-1	0.7
O=C(NCc1ccc2c(c1)OCO2)c1cnc2ccccn2c1=O	-5	-2	-1	4	-6	-1	-4	4	-4	0.9
CCOc1ccc(C(=O)NCC(c2cccs2)N2CCOCC2)cc1 (stereo unspecified)	-1	-2	-1	-1	-3	2	2	6	-1	-1.2
COc1ccc(OCC(=O)N/N=C(\C)c2cc3ccccc3o2)cc1	-4	0	2	3	10	14	0	-1	3	-0.4
O=C(NCCCN1CCCC1=O)c1cccs1	-4	0	3	5	4	3	-1	9	-1	0.8
COc1nc(N/N=C/c2ccccc2F)nc(N2CCCCC2)n1	1	3	4	-5	2	1	4	0	-2	0.3
COc1cc(C2c3cc4c(cc3OC(Nc3ccc(C(=O)O)cc3)C2C)OCO4)cc(OC)c1OC (stereo unspecified)	-3	-20	-3	-3	-1	-4	-24	7	4	0.7
CCC1Sc2ccc(S(=O)(=O)CCC(=O)NC3CCCCCC3)cc2NC1=O (stereo unspecified)	1	-2	5	-2	4	2	-8	0	1	0.4
CCCCC(=O)Nc1ccc(C(=O)NCC(=O)OC)cc1	-4	0	-7	-1	0	-2	-2	-1	-1	-1.1
Cc1cnc(CNC(=O)c2csc([C@@H]3C[C@H](O)[C@@H](CO)O3)n2)cn1	0	1	0	1	4	-16	2	7	4	0.0

Sorted by length of the SMILES (ascending): part of the list above.
SMILES	ADAM17 inh	PLC-gamma1 inh	DDE Tn6 FP inh	MBD2 DNA inh	DDE Tn7 FP inh	ARFGAP1 inhibitor	PLC-beta3 inh	ASAP1 inh	UHRF1 binding	KLK7 zymogen act
O=C(NCCN1CCOCC1)c1ccccc1OCc1ccccc1	-2	3	-5	2	-1	12	-9	0	0	-0.3
COc1nc(N/N=C/c2ccccc2F)nc(N2CCCCC2)n1	1	3	4	-5	2	1	4	0	-2	0.3
CCOc1ccc(C(=O)NCC(c2cccs2)N2CCOCC2)cc1 (stereo unspecified)	-1	-2	-1	-1	-3	2	2	6	-1	-1.2
COc1ccc(OCC(=O)N/N=C(\C)c2cc3ccccc3o2)cc1	-4	0	2	3	10	14	0	-1	3	-0.4
COc1ccc(/C=C/C(=O)c2ccccc2)cc1Cn1nnc2ccccc21	-5	0	-5	0	-3	-4	0	2	-1	-5.1
CCC1Sc2ccc(S(=O)(=O)CCC(=O)NC3CCCCCC3)cc2NC1=O (stereo unspecified)	1	-2	5	-2	4	2	-8	0	1	0.4
Cc1ccc(O)c(/C=N/NC(=O)COc2ccc3c(C)cc(=O)oc3c2)c1	-16	-6	-2	2	6	3	-18	14	3	-0.4
COc1ccc(CN(C)CCCn2ccc(NC(=O)OCc3ccccc3)nc2=O)cc1OC	0	1	-3	2	0	4	5	8	0	0.5
Cc1cnc(CNC(=O)c2csc([C@@H]3C[C@H](O)[C@@H](CO)O3)n2)cn1	0	1	0	1	4	-16	2	7	4	0.0
COc1ccc(C2/C(=C(/O)c3ccc(Cl)cc3)C(=O)C(=O)N2CCN2CCOCC2)c(OC)c1 (stereo unspecified)	-4	-7	-4	-5	-1	7	-6	-5	-1	-0.4
CCCCC(CC)C(=O)Nc1cc(C(=O)NCCC)ccc1N1CCC2(CC1)CC(c1cccc(Br)c1)=NO2 (stereo unspecified)	-3	0	-2	5	6	-8	0	0	-1	0.7
COc1cc2[nH]c(=O)n(Cc3ccc(C(=O)NC4CCN(Cc5ccccc5)CC4)cc3)c(=O)c2cc1OC	-5	0	0	1	-1	17	-6	12	2	1.0

Further results follow:
SMILES	ADAM17 inh	PLC-gamma1 inh	DDE Tn6 FP inh	MBD2 DNA inh	DDE Tn7 FP inh	ARFGAP1 inhibitor	PLC-beta3 inh	ASAP1 inh	UHRF1 binding	KLK7 zymogen act
O=C(Nc1ccc([N+](=O)[O-])cc1)N1CCN(C(=O)C2CCCO2)CC1 (stereo unspecified)	-2	1	3	2	6	7	-1	-6	-2	-0.9
CSc1ccccc1NC(=O)c1ccc(Cl)s1	-4	0	8	4	2	-10	0	9	3	0.5
Cn1cc(-c2ccccc2)cc(C#N)c1=O	-497	-169	-6	2	-12	8	-216	1	3	-1.7
Cc1ccc(NC2CCCN(C(=O)c3cn4cccc(C)c4n3)C2)cc1C (stereo unspecified)	-1	-1	4	1	5	6	-7	9	-1	-0.1
CCN(CC)c1ccc(/C=N/NC(=O)c2c(Cl)c(C)nn2C)cc1	-2	-43	1	0	-3	5	-50	0	0	-0.5
CCOC(=O)c1c(N)sc(=S)c2c1CCC2	-1	-12	-2	4	6	0	-17	2	16	0.1
COc1ccc(CCN2C(=O)CC(Sc3ncccc3C(=O)O)C2=O)cc1OC (stereo unspecified)	-3	1	-13	3	-3	9	1	14	4	-0.3
OC(c1ccccc1)c1nc(-c2ccccc2)cs1 (stereo unspecified)	-2	0	7	-1	6	-11	0	0	0	-0.4
O=C(Cn1nnc(-c2ccccc2)n1)OCc1csc(-c2ccccc2)n1	-1	-2	-7	2	7	2	4	2	-1	-0.2
COC(=O)[C@@]1(Sc2ccc(C)cc2)CC(=O)N(C(=O)/C=C/c2ccccc2)[C@@H]1c1ccccc1	-2	-2	-7	0	-3	13	0	3	2	-0.4
CC1(C)CC(=O)C2=C(C1)OC(N)=C(C#N)C21CCC2(CC1)OCCO2	-13	-13	-1	-4	-2	-2	-22	-6	-4	1.2
Cc1c(N2C(=O)CSC2c2ccccc2)c(=O)n(-c2ccccc2)n1C (stereo unspecified)	-4	-1	1	-1	7	4	-9	-10	2	0.1
CCOC(=O)N1CCN(C(=S)NC)CC1	-1	0	0	-2	-3	-5	0	0	-2	-0.4
CCn1c(SCC(=O)N2CCN(c3ccccc3)CC2)nc2c(c1=O)SC(C)C2 (stereo unspecified)	1	-1	-4	0	-2	-3	2	-4	-3	0.5
COc1ccc(C(=O)COc2nc(C)cc(C)c2C#N)cc1	2	-1	4	-5	2	11	-1	-4	-2	-0.2
Cc1cccc2c1-c1sc(C(=O)N3CCc4ccccc4C3)cc1CO2	-222	i	-6	3	3	2	i	4	-4	-70
O=C(CCNS(=O)(=O)c1cccs1)N1CCN(c2ccc(F)cc2)CC1	0	2	2	-3	3	-1	-4	6	-3	0.4
c1ccc(CCNCC2COc3ccccc3O2)cc1 (stereo unspecified)	-3	0	-9	4	4	5	-6	5	0	0.8
CC1=NN(c2nc(N)nc(/C(C#N)=C/c3ccc([N+](=O)[O-])o3)n2)C(C)(C)C1	1	-13	-4	2	-7	4	-14	21	2	-0.2
CCN1CCN(CCCNC(=O)c2ccc3c(=O)n(CCc4ccccc4)c(=O)[nH]c3c2)CC1	-29	-87	2	-6	-5	9	-153	-2	3	-5.8
O=C(Nc1nc2ccccc2[nH]1)c1cccc(S(=O)(=O)N2CCOCC2)c1	-4	8	-3	1	8	-6	-4	9	4	-0.3
CC(=O)c1cc(C#N)c(Oc2cc(C)cc(C)c2)nc1C	4	2	-1	1	-3	-14	8	-5	2	-0.4
COc1ccccc1-c1nc(SCC(=O)N(C)c2ccccc2)c2c(=O)n(C)c(=O)n(C)c2n1	-2	-7	-4	-7	1	-1	-18	-11	-2	-0.7
Cc1ccc(-n2nc(N)c3c(=O)oc(N(C)C)nc32)cc1	0	-1	1	-5	0	21	2	-2	-2	0.2
C[C@@H]1CN([C@H](C)CO)C(=O)CCCn2nncc2CO[C@H]1CN(C)S(=O)(=O)c1ccccc1F	2	3	6	0	-6	6	6	-14	0	0.7
Nc1ccn([C@@H]2O[C@H](C(=O)N[C@H](Cc3ccccc3)C(=O)N3CCN(CCO)CC3)[C@@H](O)[C@H]2O)c(=O)n1	-7	-1	-7	1	-2	-1	-1	6	1	0.2
O=C1N/C(=N/Nc2ccccc2)S/C1=C\c1ccccc1	4	0	2	3	-1	-18	-15	14	-3	-2.0
CC(=O)NS(=O)(=O)c1ccc2sc(C)nc2c1	-2	-4	-3	-1	-4	2	-6	6	4	-0.8
Cc1ccccc1CN1CCCCC(NC(=O)c2cccc(C#N)c2)C1=O (stereo unspecified)	-4	-2	-2	0	6	.	-4	.	0	-1.1
COc1ccc(N2CCN(C(=O)COC(=O)c3cc(S(=O)(=O)N(C)C)ccc3N3CCCC3)CC2)cc1	-4	1	-1	5	-2	5	0	17	5	-0.1
Cc1ccccc1C(=O)NC(NC(=O)c1ccccc1C)c1cccc([N+](=O)[O-])c1	-3	-2	0	4	-7	13	0	-11	-1	0.0
